Screening data from PubChem.
OPRM1-OPRD1 ag = OPRM1-OPRD1 heterodimerization agonism | P35372+P41143 | cells, luminescence | activation, % at 9.3 µM | 0.3% of 340,000 active | AID 504326; in the data active = activation above about 18%;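 also: 0% = vehicle-treated cells and 100% = reference agonist; values of inactives mirror those of a sister screen read the other way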
Target sequence (P35372 whole entry, looked up): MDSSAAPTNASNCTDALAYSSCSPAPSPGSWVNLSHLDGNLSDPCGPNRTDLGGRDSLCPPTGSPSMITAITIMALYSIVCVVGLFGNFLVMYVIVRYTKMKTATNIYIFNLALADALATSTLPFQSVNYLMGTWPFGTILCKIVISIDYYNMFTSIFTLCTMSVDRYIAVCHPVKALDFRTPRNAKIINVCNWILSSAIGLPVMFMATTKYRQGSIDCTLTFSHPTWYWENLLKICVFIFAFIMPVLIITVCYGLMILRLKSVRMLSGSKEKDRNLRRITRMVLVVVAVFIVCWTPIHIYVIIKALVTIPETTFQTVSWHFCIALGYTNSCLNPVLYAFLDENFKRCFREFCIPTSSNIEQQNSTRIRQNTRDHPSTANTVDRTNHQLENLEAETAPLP
Target sequence (P41143 whole entry, looked up): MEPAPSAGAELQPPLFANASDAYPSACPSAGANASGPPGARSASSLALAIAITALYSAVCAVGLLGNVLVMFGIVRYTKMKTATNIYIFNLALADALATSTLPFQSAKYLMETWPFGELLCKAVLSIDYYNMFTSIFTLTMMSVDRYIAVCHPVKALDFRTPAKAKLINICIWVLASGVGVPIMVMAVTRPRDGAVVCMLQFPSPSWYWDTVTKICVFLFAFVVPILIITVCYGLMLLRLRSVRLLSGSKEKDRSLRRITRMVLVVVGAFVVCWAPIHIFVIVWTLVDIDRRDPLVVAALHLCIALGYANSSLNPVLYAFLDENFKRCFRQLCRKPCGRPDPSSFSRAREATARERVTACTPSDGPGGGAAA
RTF Ca sens inh = cardiac RTF calcium desensitization. inhibition, % at 7.15 µM. AID 493244. 0.12% of 340,000 active. IANBD-labeled cardiac RTF, Ca2+ fluorescence. P19429+P45379;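 active = inhibition above the mean inhibition of all tested compounds plus 3 SD, cut at about 17% in these data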;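 also: assay run at fixed EC70 calcium of 1.6 mM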
MOR-DOR inv ag = mu-delta opioid heterodimer inverse agonism. P35372+P41143. cell-based MOR-DOR heterodimer luminescence. inhibition, % at 9.3 µM. 0.21% of 340,000 active. AID 504357; in the data active = inhibition above about 22%, passing the limit was not always enough;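 also: 0% = cells with DMSO and 100% = wells without cells with DMSO; values of inactives mirror those of a sister screen read the other way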
DSG3 Ab inh = human desmoglein-3 autoantibody binding inhibition; binding (percent of control), % at 10 µM; P32926; 0.48% of 310,000 active; AID 588358; DSG3-coupled beads, scFv-anti-DSG3-GFP binding, flow cytometry; hits give low values;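 active = binding more than 3 SD below its plate's average and above zero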;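 also: hits lower antibody fragment binding to DSG3; some compounds called inactive have numbers as strong as hits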
Arr AP2 block = inhibitors of human beta-arrestin and AP2 interaction; 0.31% of 340,000 active; inhibition, % at 10 µM; FITC-arrestin peptide / GST-AP2 beads, flow cytometry; AP2 beta2 appendage carries R879A mutation;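 active = inhibition above a set limit, near 3 SD of compounds lacking own fluorescence, cut at about 54% in these data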;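 also: plate controls were DMSO wells for no effect and 5 µM unlabelled arrestin peptide for full effect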
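system = GST-tagged AP2 beta2-adaptin appendage (R879A) on 4 µm glutathione beads | reagent = FITC-labelled arrestin peptide probe, 50 nM final | schedule = compound with beads 12 min RT, then probe 1 h RT | signal = HyperCyt-sampled flow cytometry, FL1 channel, ex 488/em 535 nm | read-out = percent response from loss of bead-bound FITC fluorescence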
Wnt bcat act = activates Wnt/beta-catenin signaling in a reporter cell assay | activator, plate reader | activation, % at 9.35 µM | 1.2% of 300,000 active; in the data active = activation above about 30%, passing the limit was not always enough;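 also: 0% = neutral control wells and 100% = positive control wells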
Keap1 Nrf2 FP = Keap1-Nrf2 (human) interaction inhibition | Keap1 Kelch-Nrf2 peptide fluorescence polarization, 1536-well | 0.15% of 340,000 active | inhibition, % at 9.4 µM | Q14145 | AID 504523; in the data active = inhibition above about 12%;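 also: human Keap1 Kelch domain with fluorescein labeled Nrf2 9mer peptide probe; 0% = neutral control wells and 100% = peptide positive control; higher means more block of Keap1 binding to Nrf2 peptide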
RTF Ca sens act = cardiac RTF calcium sensitization; P19429+P45379; AID 493008; 0.24% of 340,000 active; activation, % at 7.2 µM; IANBD-labeled TnC RTF fluorescence at EC20 calcium; 0% EC20 calcium, 100% full calcium;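 active = activation above the mean over all tested compounds plus 3 SD, cut at about 30% in these data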;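 also: rise in fluorescence read as greater calcium sensitivity of cardiac thin filaments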
V-ATPase pHluor = alters yeast V-ATPase proton transport; 0.37% of 350,000 active; S. cerevisiae, pHLuorin cytosolic pH fluorescence; response, % at 10 µM; in the data active = response mostly above about 7.3%, no sharp cut-off; inactive = mostly below about 5.4%; also: actives read high; inactives centre near 0; some compounds called inactive have numbers as strong as hits; reference of the scale not given here
C-LANA FP = KSHV C-LANA DNA binding inhibition; MBP-C-LANA/FAM-LBS DNA binding, fluorescence polarization; inhibition, % at 9 µM; 0.078% of 340,000 active;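 active = highest replicate inhibition at or above 60% at 9 µM, even if other replicates fall short; inactive = all replicates below 60% inhibition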;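 also: 0% = neutral control wells and 100% = 4 µM acridine orange control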
The depositor's hits bear a star; i = inactive; · = no result given.

SMILES	OPRM1-OPRD1 ag	RTF Ca sens inh	MOR-DOR inv ag	DSG3 Ab inh	Arr AP2 block	Wnt bcat act	Keap1 Nrf2 FP	RTF Ca sens act	V-ATPase pHluor	C-LANA FP
O=C(CCCOc1ccccc1)N1CCc2ccccc2C1	0.0	10.3	0.2	97.9	-1.2	11.4	-0.2	5.5	2.3	1.2
CN(CCOc1ccc(Cl)cc1)C(=O)Cc1ccc(S(=O)(=O)N2CCOCC2)s1	-2.2	-0.2	9.5	107.7	-11.5	1.5	-8.2	-1.0	-7.2	1.0
O=C(Nc1ccnn1C1CCN(Cc2ccc(O)c(Cl)c2)CC1)C1CCCC1	-2.7	-2.6	13.7	100.0	-4.0	0.5	-0.3	-1.6	-2.1	-0.4
N#Cc1ccc(C(=O)OCC(=O)N2CCCC2)cc1	-0.6	4.1	4.2	·	3.1	-0.7	-3.9	-2.6	-2.1	0.0
CC(C)Oc1ccc(C2CC(=O)N(c3cccc(/C=C/C(=O)O)c3)C2=O)cc1 (centres undefined)	-0.4	-7.1	1.7	·	26.6	0.7	-0.6	-2.5	-1.2	-0.9
CC(=O)C1=C(O)C(=O)N(CCc2ccccc2)C1c1ccccc1[N+](=O)[O-] (centres undefined)	-0.3	-6.0	1.6	95.8	-2.5	-1.0	-1.4	-1.0	2.1	0.8
S=c1[nH]nc(-c2ccncc2)n1/N=C/C=C/c1ccco1	2.0	3.5	-14.4	110.2	-10.8	2.8	4.7	-4.4	-3.0	4.6
O=C(N/N=C1\CC2CC=CC12)c1ccc(O)cc1 (centres undefined)	-2.7	3.1	13.2	107.8	10.3	-6.8	3.8	7.5	-3.7	1.6
CC(C)(C)c1ccc(C(=O)NCCC(=O)Nc2ccc(S(=O)(=O)Nc3nccs3)cc2)cc1	-0.3	-5.5	1.6	106.8	43.6	1.2	0.0	0.5	0.7	0.8
CC[C@@H](C)C(N)c1cn([C@@H](CCC(=O)O)C(=O)N2CCNCC2)nn1 (some centres undefined)	-2.3	-1.5	13.4	99.3	9.3	0.0	-5.9	4.7	10.8	1.3
Cc1c(C(=O)C(=O)NCc2cccs2)c2ccccc2n1C	-0.8	7.5	3.6	85.0	-11.4	0.3	3.0	0.2	2.3	-0.7
O=C(C1CCC(CNc2c(N3CCCCC3)c(=O)c2=O)CC1)N1CCN(C2CCCCC2)CC1 (centres undefined)	-1.1	-6.4	5.3	85.3	-11.5	-0.9	5.1	1.5	-2.6	-0.8
COc1ccc(-c2cn3c(n2)CCC3)cc1	-1.7	-6.9	9.7	100.8	4.8	·	-3.6	3.4	-2.4	-0.5
COc1ccc(NC(=O)CN2CCN(CC#N)CC2)cc1	-2.5	-10.1	12.6	112.0	4.3	0.5	-4.9	0.7	-4.3	-0.5
CCSc1oc(-c2ccccc2)nc1S(=O)(=O)c1ccccc1	0.5	-3.0	-2.9	99.4	2.1	·	0.3	1.9	-2.3	-0.2
O=C(N/N=C/c1ccc2c(c1)OCO2)c1cc2ccccc2o1	-3.6	-0.7	18.3	102.4	22.3	3.2	-1.8	0.4	-2.4	-0.1
OCCN1CCN(CC/C=C2/c3ccccc3Sc3ccc(Cl)cc32)CC1	-0.6	-0.6	3.4	105.3	-0.3	-2.6	-4.3	9.7	-3.6	-0.9
CCN(C(=O)CN1C(=O)/C(=C/c2ccccc2)SC1=S)C1CCS(=O)(=O)C1 (centres undefined)	-0.8	2.1	4.2	·	-0.5	-1.7	-3.7	-0.1	1.6	0.6
Cc1ccc(C(=O)Cn2c(C)cc(C)c(C#N)c2=O)cc1	0.1	-0.5	-0.4	100.2	3.0	·	0.2	7.8	0.5	-2.9
CCOC(=O)C1=C(C)NC(C)=C(C(=O)OCC)C1C(=O)OCC(=O)N1CCCCC1C (centres undefined)	-3.7	-10.7	13.8	98.5	-0.3	-3.9	-2.0	1.5	3.9	-0.2
COc1ccc(C2=CC(=O)C[C@H](c3ccc(OC)c(OC)c3)C2)cc1	-2.3	-3.7	12.6	103.8	11.3	-1.3	-7.2	0.4	-0.6	3.0
CC(C)CCNC(=O)C(c1ccco1)N(Cc1ccc(F)cc1)C(=O)c1snc(C(N)=O)c1N (centres undefined)	-0.8	3.5	4.5	103.7	0.1	·	-3.3	-1.4	-1.1	0.9
CCOC(=O)NC1=NCC(C)(C)S1	-1.4	-4.8	6.1	94.7	4.1	-1.3	4.4	0.6	-3.3	-0.4
CCOC(=O)C1CCCN(c2nc3c(C)cccn3c(=O)c2/C=C(\C#N)C(=O)NCc2ccco2)C1 (centres undefined)	-2.0	-12.8	10.1	106.2	-1.3	-0.8	2.1	-1.1	1.1	0.6
CCN(CC)c1ccc(/C=C(\C#N)C(=O)c2ccc(Br)cc2)cc1	-2.5	-488.3	12.7	i	-88.0	17.0	-19.1	558.8*	3.7	6.4
CCCCC(=Nc1ccc(N)cc1)C1=C(O)C(C(=O)OC)C(C)(C)CC1=O (centres undefined)	4.1	-8.3	-22.4	101.5	21.2	-9.0	-0.6	4.1	-0.7	-0.1
CCc1cc2c(Sc3nc4ccccc4s3)ncnc2s1	1.3	-7.8	-7.3	100.7	5.1	·	0.8	-5.9	2.1	-0.1
COc1ccc(Br)cc1[C@H]1[C@@H]2C=CCC[C@@]2(C)C(=O)N1Cc1ccccc1	-1.0	-2.5	5.2	97.7	3.2	-3.8	1.6	5.4	-16.8	0.0
Cc1ccc(S(=O)(=O)N(C)c2ccc(C(=O)N3CCN(Cc4ccc5c(c4)OCO5)CC3)cc2)cc1	0.6	-3.4	-3.1	94.9	10.8	·	4.4	-3.3	8.8	-1.8
CCOC(=O)C(CC)Sc1cc(C)nc2ccc(OC)cc12 (centres undefined)	2.3	-5.9	-10.8	95.2	10.1	-1.8	0.9	1.8	-5.8	3.2
CC(NC(=O)CCC(=O)N1CCCCCC1)c1ccccc1 (centres undefined)	-2.3	-4.3	10.4	92.7	5.9	0.2	4.2	-7.9	-2.0	-0.9
Cc1oc(-c2ccc(Cl)cc2)nc1CN1CCC(C(=O)NCCCN2CCOCC2)CC1	0.0	-4.0	-0.2	101.2	7.1	·	-4.8	0.3	-0.1	-2.3
O=C(c1nc2ncccn2n1)N1CCN(c2ccc(F)cc2)CC1	-0.7	-3.0	4.2	105.7	13.5	·	-7.3	2.5	0.2	0.1
C#CCOCCOCCOCCNc1nc(N2CCN(C(=O)CCCCCCCCCCNC(=O)[C@H](CCCCN)n3cc(CCO)nn3)CC2)nc(N2CCN(C(=O)CCCCCCCCCCNC(=O)[C@H](CCCCN)n3cc(CCO)nn3)CC2)n1	-2.8	4.8	12.7	117.6	-25.3	·	-32.8	0.1	-2.2	-15.6
Cc1oc(C(C)(C)C)cc1C(=O)N1CCN(C(c2ccccc2)c2ccccc2)CC1	-0.6	-5.2	2.9	·	-3.3	2.3	-2.8	3.0	0.1	-0.6
COc1ccc(C2=CC(=O)CC(c3ccc(F)cc3)C2)cn1 (centres undefined)	0.1	-0.9	-0.3	97.3	19.1	-4.8	0.2	-5.8	-1.4	-0.2
COc1ccc(/C=C/C(=O)Nc2cc(S(=O)(=O)N3CCOCC3)ccc2C)cc1OC	0.0	13.6	0.2	100.4	10.6	0.7	-3.2	4.0	-0.3	-0.2
Cc1ccc(NC2(C(F)(F)F)N=C(c3ccccc3)NC2=O)nc1 (centres undefined)	-0.7	-6.3	4.5	95.7	2.3	14.4	-0.8	1.4	3.7	1.8
CCOC(=O)c1ccc(NC(=S)Nc2cc(C)cc(C)n2)cc1	0.4	3.2	-2.2	101.2	12.1	-1.4	-1.9	1.9	-1.4	-1.9
Nc1nc(-c2ccc(Cl)cc2)c(N=Nc2ccc(S(=O)(=O)N3CCOCC3)cc2)s1	-1.8	1.7	9.5	97.9	-10.7	9.4	2.6	-4.3	0.6	-0.1
COc1cccc(C(=O)CSc2nc3cccnc3n2C)c1	0.3	-14.2	-1.9	·	4.3	16.1	3.0	-1.0	6.4	0.1
O=C(c1ccco1)N1CCN(c2ccc([N+](=O)[O-])cc2F)CC1	-1.1	-3.7	5.9	109.2	25.8	3.7	-0.5	7.6	-1.1	0.0
COc1ccc(NC(=O)CSc2nnc(CNC(=O)c3ccco3)n2-c2ccccc2OC)cc1	0.1	1.5	-0.6	108.5	8.2	-2.7	-7.5	-0.3	0.1	-0.8
CN1C(=O)[C@@H]2[C@@H]3C[C@@H]([C@H]4ON=C(c5ccccc5OCC#N)[C@@H]34)[C@@H]2C1=O	0.6	-7.1	-2.8	109.6	25.9	-1.3	0.3	1.1	-6.2	-1.4
O=[N+]([O-])c1ccc(N/N=C\c2cccn2-c2ccccc2)nc1	0.3	-5.2	-1.5	109.0	14.9	·	-4.6	2.2	1.0	0.7
CCSc1nc2cc(OC)c(OC)cc2c(=O)n1CCc1ccccc1	-1.5	-8.7	7.7	99.8	-2.1	·	1.0	-0.5	0.1	2.0
Cc1nn(C)cc1-c1csc(N)n1	-1.4	-4.4	7.5	124.7	-4.1	1.4	-4.4	-1.0	-3.9	0.5
Cc1nn(Cc2c(F)c(F)c(F)c(F)c2F)c(C)c1NC(=O)c1ccc(COc2ccc(Cl)cc2Cl)o1	1.0	-4.9	-5.1	104.0	3.7	·	-1.4	-0.4	-0.7	-2.2
Cc1ccc(OCC(=O)OCC(=O)c2c(N)n(C)c(=O)n(C)c2=O)cc1C	0.8	8.3	-4.6	104.5	-4.3	·	-4.9	0.5	2.1	1.3
CSCCNC(=O)Nc1c(-c2c(Cl)cccc2Cl)noc1C	-1.1	-9.4	5.4	·	3.3	-0.4	-6.4	5.7	0.1	-1.1

Record cards, as listed above. Order of values: OPRM1-OPRD1 ag | RTF Ca sens inh | MOR-DOR inv ag | DSG3 Ab inh | Arr AP2 block | Wnt bcat act | Keap1 Nrf2 FP | RTF Ca sens act | V-ATPase pHluor | C-LANA FP
Entry for `COc1ccc(NC(=O)CSc2nnc(CNC(=O)c3ccco3)n2-c2ccccc2OC)cc1` = 0.1 | 1.5 | -0.6 | 108.5 | 8.2 | -2.7 | -7.5 | -0.3 | 0.1 | -0.8
Entry for `CN1C(=O)[C@@H]2[C@@H]3C[C@@H]([C@H]4ON=C(c5ccccc5OCC#N)[C@@H]34)[C@@H]2C1=O` = 0.6 | -7.1 | -2.8 | 109.6 | 25.9 | -1.3 | 0.3 | 1.1 | -6.2 | -1.4
Entry for `COc1cccc(C(=O)CSc2nc3cccnc3n2C)c1` = 0.3 | -14.2 | -1.9 | · | 4.3 | 16.1 | 3.0 | -1.0 | 6.4 | 0.1

Further entries follow:
SMILES	OPRM1-OPRD1 ag	RTF Ca sens inh	MOR-DOR inv ag	DSG3 Ab inh	Arr AP2 block	Wnt bcat act	Keap1 Nrf2 FP	RTF Ca sens act	V-ATPase pHluor	C-LANA FP
CC(=O)n1cc(/C=N/NC(=O)c2ccc(Cl)cc2)c2ccccc21	-1.4	-6.8	6.3	100.0	-2.9	6.7	-4.8	-1.5	1.2	1.5
COc1ccc(C(=O)CCN2CCN(c3ccccc3F)CC2)cc1	-3.5	-1.4	18.3	93.4	-5.3	0.2	-17.2	0.8	0.5	1.1
NC(=O)C1CCN(CCC(=O)Nc2ccc(F)c(F)c2)CC1	-2.0	-7.0	10.2	104.0	-1.7	1.7	-0.6	-1.4	-2.2	0.0
Cc1ccc(C(=O)N[C@H](C(=O)NC2CCCCC2)C(C)C)cc1	-0.3	-0.5	1.3	·	-15.5	7.7	-6.1	-2.4	-1.5	0.5
